Compound activity from PubChem BioAssay.
AMA1-RON2 inh = disrupts binding of P. falciparum AMA1 to RON2; AlphaScreen AMA1-biotinylated RON2 peptide binding; Potency, µM (top dose mostly 58.2 µM), inactives show at the highest dose activity change, negative = inhibition, hits mostly inhibitors; 0.2% of 360,000 active; AID 720542;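 note: potency is the fitted concentration of half-maximal effect; 0% = vehicle wells and -100% = peptide control; nearly all actives have a fitted effect of over 45% in size; some results filed as inactive show a strong effect at the top dose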
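AMA1 (3D7) with his tag at 25 nM final met compounds first, then biotinylated RON2 peptide at 25 nM; detection used donor plus acceptor beads, 10 µg/mL apiece, read by AlphaScreen after 30 min at room temperature.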
Sm TGR block = S. mansoni TGR enzyme inhibition; 3% of 360,000 active; purified TGR, DTNB reduction, TNB absorbance 405 nm; Potency, µM (top dose mostly 114 µM), inactives show at the top dose activity change, negative = inhibition, actives largely listed as inhibitors; Q962Y6; note: potency is the fitted concentration of half-maximal effect; nearly all actives have a fitted effect of over 60% in size
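Kinetic colorimetric format: TGR-catalysed, NADPH-driven DTNB reduction monitored via TNB absorbance. Enzyme dispensed at 20 nM; compound exposure 15 min at room temperature before reaction start.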
AmpC detergent = inhibitors of E. coli AmpC beta-lactamase with detergent; P00811; AmpC hydrolysis of nitrocefin, absorbance 480 nm, 0.01% Triton; Potency, µM (highest dose often 114 µM), without a hit: top-dose activity change, negative = inhibition, hits mostly inhibitors; 0.041% of 370,000 active; AID 485294;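 note: potency is the fitted concentration of half-maximal effect; 0% = no-compound wells and -100% = no-enzyme wells; nearly all actives have a fitted effect of over 25% in size; some results filed as inactive show a strong effect at the top dose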
Target sequence (P00811 whole entry, looked up): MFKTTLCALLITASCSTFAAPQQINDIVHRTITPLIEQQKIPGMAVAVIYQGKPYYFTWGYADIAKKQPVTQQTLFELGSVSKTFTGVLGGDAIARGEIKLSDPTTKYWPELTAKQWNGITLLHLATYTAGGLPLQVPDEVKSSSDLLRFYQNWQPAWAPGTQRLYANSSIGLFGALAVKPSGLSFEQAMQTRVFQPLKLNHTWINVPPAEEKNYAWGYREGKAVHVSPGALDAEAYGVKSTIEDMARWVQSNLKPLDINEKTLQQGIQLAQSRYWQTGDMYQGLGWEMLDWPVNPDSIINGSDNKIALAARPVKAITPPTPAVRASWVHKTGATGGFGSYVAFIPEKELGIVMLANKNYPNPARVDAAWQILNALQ
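20 mM phosphate pH 7.0 + 0.01% (detergent screen) or 0.0001% Triton X-100; 5.3 nM AmpC reagent; cpd preinc 15 min RT; nitrocefin (800 uM stock) to start; A480 q20 s × 4 min; Activity was normalised to no-enzyme and no-compound control wells.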
HCV inhibitor = blocks hepatitis C virus | Huh7.5.1 HCVcc-Cre infection, luciferase reporter, 44 h | 3.4% of 340,000 active | Potency, µM (doses to about 41.8 µM), for the others: at the top dose activity change, negative = inhibition, hits mostly inhibitors; note: potency is the fitted concentration of half-maximal effect
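1,000 cells/well; 4 h culture; + compound; + HCVcc-Cre (~0.5 moi); 44 h; luciferase substrate, RT 15 min; read 15 sec.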
HCMV antiviral = inhibitors of human cytomegalovirus. HFF cells, HCMV-luciferase reporter, 72 h; hits give low values. activity change, negative = inhibition, % at 57.5 µM. 4.5% of 410,000 active; in the data active = activity change below about -60%; inconclusive = no clear call, values can overlap the other calls; inactive = above about -39%
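Two-dose cell screen: HFF monolayers treated with compounds and infected with luciferase-expressing HCMV at 1 PFU/cell, 72 h at 37C, then lysed for luciferase measurement.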
FBPA Giardia inh = Giardia lamblia aldolase inhibition; 0.71% of 290,000 active; Potency, µM (series often up to 59.6 µM), without a hit: at the highest dose activity, negative = inhibition, most hits filed as inhibitors; AID 2451; A8B2U2; purified Giardia FBPA; note: potency is the fitted concentration of half-maximal effect; nearly all actives have a fitted effect of over 55% in size
Target sequence (A8B2U2 whole entry, looked up): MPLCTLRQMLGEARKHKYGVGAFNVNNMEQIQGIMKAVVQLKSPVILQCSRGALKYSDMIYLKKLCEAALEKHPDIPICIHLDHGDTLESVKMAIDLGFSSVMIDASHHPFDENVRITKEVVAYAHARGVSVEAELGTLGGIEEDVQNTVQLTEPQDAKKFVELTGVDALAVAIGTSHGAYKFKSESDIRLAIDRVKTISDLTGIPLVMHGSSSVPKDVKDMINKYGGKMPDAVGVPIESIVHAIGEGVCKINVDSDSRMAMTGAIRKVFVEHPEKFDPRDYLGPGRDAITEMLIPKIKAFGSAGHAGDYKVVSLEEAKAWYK
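Giardia FBPA (40 nM reagent) was preincubated 10 min at RT with compound (up to 57.5 uM final), then substrate plus GAPDH/TPI/NAD/arsenate coupling system with diaphorase/resazurin was added; resorufin fluorescence (525/598 nm) was read after 20 min.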
* = called active by the depositor; ? = inconclusive; · = no result given; & = joins results of further samples; [ ] = another dose, or the depositor's remark. Unless noted, calls come from the whole dose curve; as a rule, active = well fitted curve in the direction sought with a large enough effect; inconclusive = small, poorly fitted or top-dose-only effect, or another doubt; inactive = no such curve, though single readings can be large; an effect the other way counts as inactive or inconclusive. Unless noted, % is set by controls: 0 for no effect and ±100 for the full control effect. Compounds were not picked by outcome. About 9.3% of those tested had a hit in this group.

Each structure is followed by: AMA1-RON2 inh	Sm TGR block	AmpC detergent	HCV inhibitor	HCMV antiviral	FBPA Giardia inh
1) O=C(c1ccco1)N(Cc1cccnc1)c1nc2c(F)cc(F)cc2s1
→ ·	-1%	2%	·	0	·
2) CCNc1nc(SC(C)C(=O)OC)nc(N(C)C)n1 (configuration not stated)
→ 12%	-3%	-7%	-20%	27	3%
3) O=C(c1ccc([N+](=O)[O-])cc1)N(Cc1ccc(Br)cc1)N1C(=O)CCCC1=O
→ -3%	-3%	-3%	?	3	-3%
4) COc1ccccc1/C=N\NC(=O)c1ccc(COc2ccc(C)c(C)c2)o1
→ 21%	·	·	-22%	15	·
5) Clc1ccc(CSC2=NCCCN2)cc1Cl
→ -5%	9%[11.4 µM]	10%	-23%	-6	1%
6) CCOC(=O)CSC1=C(C#N)C(c2ccc(F)cc2)C(C(C)=O)=C(C)N1 (configuration not stated)
→ 3%	?	2%	-8%	-8	?
7) CC(C)(C)Cc1nc(-c2ccc(Cl)cc2)no1
→ 16%	-13%	?	0%	-25	-1%
8) Cc1ccc(S(=O)(=O)N2CCC(=O)N(CCOCc3cccc(C(F)(F)F)c3)CC2)cc1
→ 6%	-15%	?	?	36	2%
9) COc1ccc2[nH]c(=O)c(CN(C(=O)C3CCCO3)c3cccc(C)c3)cc2c1 (configuration not stated)
→ ·	44%[activator]	?	12%	·	-5%
10) CCOC(=O)c1cc(CC)sc1/N=C/C1C(=O)CCCC1=O
→ 25%	-26%	-7%	-2%	-22	-1%
11) CCOc1ccc2c(c1)c(N=O)c(O)n2C
→ -21%	-5%	-5%	-1%	-34	0%
12) O=C(Nc1ccccc1C(F)(F)F)c1noc2c1CCCC2
→ ·	9%	20%	·	59	·
13) CCOc1cc(/C=C2\SC(=O)N(CC(=O)Nc3ccccc3F)C2=O)cc([N+](=O)[O-])c1O
→ -6%	-31%	3%	-24%	?	8%
14) Cc1onc(-c2ccccc2)c1C(=O)NC(=S)Nc1sc2c(c1C#N)CCCC2
→ 94%[activator]	?	?	1%	-25	3%
15) Cc1cc(C)n(CC(O)CN(c2ccccc2)S(=O)(=O)c2ccc3ccccc3c2)n1 (configuration not stated)
→ -18%	-7%	-1%	?	?	-4%

Looked up one by one from the list above (7):
Each structure is followed by: AMA1-RON2 inh	Sm TGR block	AmpC detergent	HCV inhibitor	HCMV antiviral	FBPA Giardia inh
4) COc1ccccc1/C=N\NC(=O)c1ccc(COc2ccc(C)c(C)c2)o1
→ 21%	·	·	-22%	15	·
6) CCOC(=O)CSC1=C(C#N)C(c2ccc(F)cc2)C(C(C)=O)=C(C)N1 (configuration not stated)
→ 3%	?	2%	-8%	-8	?
7) CC(C)(C)Cc1nc(-c2ccc(Cl)cc2)no1
→ 16%	-13%	?	0%	-25	-1%
13) CCOc1cc(/C=C2\SC(=O)N(CC(=O)Nc3ccccc3F)C2=O)cc([N+](=O)[O-])c1O
→ -6%	-31%	3%	-24%	?	8%
14) Cc1onc(-c2ccccc2)c1C(=O)NC(=S)Nc1sc2c(c1C#N)CCCC2
→ 94%[activator]	?	?	1%	-25	3%
11) CCOc1ccc2c(c1)c(N=O)c(O)n2C
→ -21%	-5%	-5%	-1%	-34	0%
5) Clc1ccc(CSC2=NCCCN2)cc1Cl
→ -5%	9%[11.4 µM]	10%	-23%	-6	1%

Further records.
Each structure is followed by: AMA1-RON2 inh	Sm TGR block	AmpC detergent	HCV inhibitor	HCMV antiviral	FBPA Giardia inh
16) Cc1ccccc1S(=O)(=O)c1cc(C#N)c(=O)[nH]c1N
→ 9%	0%	-5%	17%	-28	29%
17) Cc1cn2c(=O)cc(COC(=O)c3ccc(NC(=O)COc4ccccc4F)cc3)nc2s1
→ ·	0%	12%	·	24	·
18) Cc1nc2ccc(S(=O)(=O)N(CC(=O)Nc3cccc(F)c3)Cc3ccccc3)cc2s1
→ ·	18%	-2%	·	-1	·
19) CCc1cc(C(=O)NCC(c2cccs2)N2CCOCC2)sc1C (configuration not stated)
→ 8%	-4%	-16%	?	?	·
20) Cn1c(=O)c2c(-c3ccccc3)n(N3CCOCC3)cc2n(C)c1=O
→ -1%	-25%	?	3%	65	0%
21) CCN(CC)c1ccc(NC(=O)c2ccc(Cl)nc2)cc1
→ -3%	15%	-2%	-29%	28	-7%
22) CCN(CC)C(=O)CSc1nc2cc(OC)c(OC)cc2c(=O)n1Cc1ccc(Cl)cc1
→ -7%	-3%	0%	?	-78*	-3%
23) CCN(CC)S(=O)(=O)c1cccc(C(=O)/C=C2/N(C)c3ccccc3C2(C)C)c1
→ 24%	3%	-9%	10µM*	?	-16%
24) Cc1ccc(C(=O)N[C@H](C(=O)Nc2ccc(N3CCOCC3)cc2)C(C)C)cc1
→ 8%	-1%	?	-18%	-1	·
25) Cc1cc(NC(=O)c2cccs2)cc(-c2nc3ncccc3o2)c1O
→ 23%	0%	2%	10%	10	·
26) Cc1cccc(C(=O)Oc2ccccc2C(=O)N2CCOCC2)c1
→ -5%	0%	3%	10%	13	4%
27) O=C(NC1CCCC1)C(NS(=O)(=O)c1cccc2nsnc12)c1ccccc1 (configuration not stated)
→ 5%	4%	?	10%&18%	27	0%
28) COc1ccc(NS(=O)(=O)c2cc3[nH]c(=O)c(=O)[nH]c3cc2C)cc1OC
→ ·	10%	5%	·	-32	·
29) CCN(CC(=O)Nc1c(F)cccc1F)C(=O)c1cc(S(=O)(=O)N2CCOCC2)ccc1N1CCCC1
→ 18%	-23%	-5%	0%	-14	·
30) COc1cc(S(=O)(=O)N(Cc2ccccc2)CC2CCCO2)ccc1-n1cnnn1 (configuration not stated)
→ -1%	6%	3%	-1%	-7	-1%

Full records, quoted from the list. Values in the order: AMA1-RON2 inh, Sm TGR block, AmpC detergent, HCV inhibitor, HCMV antiviral, FBPA Giardia inh
Profile of Cn1c(=O)c2c(-c3ccccc3)n(N3CCOCC3)cc2n(C)c1=O → -1%, -25%, ?, 3%, 65, 0%
Profile of COc1ccc(NS(=O)(=O)c2cc3[nH]c(=O)c(=O)[nH]c3cc2C)cc1OC → ·, 10%, 5%, ·, -32, ·
Profile of COc1cc(S(=O)(=O)N(Cc2ccccc2)CC2CCCO2)ccc1-n1cnnn1 (configuration not stated) → -1%, 6%, 3%, -1%, -7, -1%
Profile of CCN(CC)C(=O)CSc1nc2cc(OC)c(OC)cc2c(=O)n1Cc1ccc(Cl)cc1 → -7%, -3%, 0%, ?, -78*, -3%

New compounds follow.
Each structure is followed by: AMA1-RON2 inh	Sm TGR block	AmpC detergent	HCV inhibitor	HCMV antiviral	FBPA Giardia inh
31) COc1cc(C(=O)NNC(=O)/C=C/c2ccccc2)cc(OC)c1OC
→ 91%[activator]	·	·	-1%	54	·
32) COC(=O)c1ccc(CN(c2ccccc2Cl)S(C)(=O)=O)cc1
→ -9%	-3%	-7%	18%	-23	0%
33) CCOC(=O)CSC1=C(C#N)C(c2ccc(C)s2)CC(=O)N1 (configuration not stated)
→ 6%	-6%	?	?	?	3%
34) CCc1[nH]c(=O)[nH]c1C(C)S(=O)(=O)c1ccc(C)cc1 (configuration not stated)
→ 6%	0.28µM*	-2%	-4%	18	-3%
35) Cc1ccc(S(=O)(=O)c2c(C)nn(C(C)(C)C)c2OC(=O)CC(C)C)cc1
→ -6%	4%	-1%	-28%	-18	0%
36) Cc1ccccc1NC(=O)Nc1ccccc1C(=O)NCc1ccccc1
→ 2%	-6%	-13%	5%	23	0%
37) CN(C)C(=O)N=NC(=O)N(C)C
→ -2%	?	?	2%	11	·
38) Cc1ccc(-c2nn3nnnc3c3ccccc23)cc1
→ 6%	5%[11.4 µM]	-12%	8%	?	4%
39) COc1ccc(-c2ccc(SCC(=O)N3c4ccccc4CC3C)nn2)cc1OC (configuration not stated)
→ -12%	2%	2%	?	-21	-6%
40) CSc1cnc2c(N)nc(N(C)C)nc2n1
→ 12%	3%	-4%	5%	6	-15%
41) COc1ccc(-c2c(NC(=O)c3ccco3)oc3c(C)cccc3c2=O)cc1
→ 2%	-18%	3%	3%	-1	·
42) COc1ccc(-c2nc(CS(=O)CC(=O)NCc3ccc(Cl)cc3)c(C)o2)cc1OC (configuration not stated)
→ 1%	45µM*	-7%	?	-36	5%
43) CCc1ccc(CN2CCN(Cc3cc(Br)ccc3O)CC2)cc1
→ ?	0%	-6%	-28%	?	?
44) COc1ccc(OC)c(NC(=O)Nc2cnccn2)c1
→ -4%	-1%	-2%	-6%	-2	2%
45) COc1ccccc1CC(=O)Nc1ncc(C)s1
→ -3%	6%	-15%	1%	4	16%
46) CC(C)CCNC(=O)c1cc2c(s1)-c1ccccc1S(=O)(=O)C2
→ 6%	10%	8%	-15%	-17	7%
47) Cc1ccc(Cn2c(O)c(N=O)c3ccccc32)cc1
→ -4%	·	1%	2%	?	11%
48) O=C(Cn1ncc2c(=O)oc3ccccc3c21)NCC1COc2ccccc2O1 (configuration not stated)
→ 0%	3%	-2%	8%	9	1%
49) O=C(CCC(=O)N1CCC2(CC1)OCCO2)Nc1nnc(C2CCCCC2)s1
→ -1%	-12%	-2%	4%	46	5%
50) N#Cc1ccc(OCC(=O)N2CCN(S(=O)(=O)c3ccc(Cl)s3)CC2)cc1
→ -5%	-12%	-1%	?	-61*	·
51) Cc1cccc(N2C(=O)C3C4C=CC(C4)C3C2=O)c1 (configuration not stated)
→ 0%	0%	-22%	7%	-19	5%
52) Cc1c(Cl)cccc1NC(=S)N1CCN(Cc2ccc3c(c2)OCO3)CC1
→ -2%	-7%	-10%	8%	-6	2%
53) Cc1cccc(C2=NCC(=O)N(CC(=O)NCc3ccco3)c3sc4c(c32)CCCC4)c1
→ -16%	18µM*	2%	?	-36	-2%
54) Cc1nc2ccc(NC(=O)c3ccco3)cc2nc1C
→ 7%	-21%	6%	8%	-19	-8%
55) O=C(O)CSc1ccc2nnc(-c3cccnc3)n2n1
→ -3%	0%	4%	16%	0	2%
56) CCOC(=O)c1c(-c2ccc(C)cc2)csc1NC(=O)c1cc2ccccc2oc1=O
→ -17%	14µM*	-3%	4%	-16	-12%
57) COc1ccccc1CNC(=O)COC(=O)c1ccc(C)c(S(=O)(=O)N2CCOCC2)c1
→ 9%	-33%	1%	-9%	-11	·
58) CCc1ccc(CN2CCCC(CNC(=O)c3cc(OC)cc(OC)c3)C2)cc1 (configuration not stated)
→ 2%	-3%	3%	-8%	27	0%
59) O=C(O)c1c(NC(=O)N2CCCC2)sc2c1CCCC2
→ 3%	-10%	3%	7%	64	-17%
60) CCc1ccc(S(=O)(=O)c2nnn3c2nc(NCc2ccccc2)c2cc(Cl)ccc23)cc1
→ ·	6%	12%	·	-1	·
61) CCC(C)NCCOCCOc1ccc(F)cc1 (configuration not stated)
→ 0%	-21%	3%	1%	72	-21%
62) c1ccn2c(SCc3cn4ccsc4n3)nnc2c1
→ -2%	5%	0%	12%	37	-1%
63) NNC(=O)CCS(=O)(=O)c1ccc2ccccc2c1
→ 122%[activator]	-12%	-2%	-6%	-6	5%
64) COc1ccc(-c2noc(CSc3nnc(-c4ccncc4)n3-c3cccc(C)c3)n2)cc1OC
→ ·	10%	12%	·	-14	·
65) CCN(CC)C(=O)c1c2c(nc3ccccc13)-c1ccccc1CC2
→ -11%	-15%	-7%	?	8	-6%
66) COc1ccc(NC(=O)c2cc3c(=O)[nH]c4ccccc4c3n2C)cc1Cl
→ ·	3%	-2%	·	-14	·
